High-throughput results deposited in PubChem by several laboratories.
APP 5'UTR act – activates APP 5'UTR luciferase reporter; SH-SY5Y APP 5'UTR luciferase reporter, luminescence; zero percent = DMSO vehicle wells; activation, % at 2 µM; 1% of 190,000 active;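 active = activation above a set limit, based on mean plus 3 SD of controls, cut at about 140% in these data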; also: values of inactives mirror those of a sister screen read the other way
TLR4 MyD88 comp – blocks binding of human TLR4 to MyD88; HeLa CL3-4 TLR4/MyD88 BLA complementation, FRET ratio; inhibition, % at 8.4 µM; O00206+Q99836; 0.18% of 200,000 active; in the data active = inhibition above about 25%;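 also: 0% = vehicle and 100% = reference inhibitor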
Target sequence (O00206 whole entry, looked up): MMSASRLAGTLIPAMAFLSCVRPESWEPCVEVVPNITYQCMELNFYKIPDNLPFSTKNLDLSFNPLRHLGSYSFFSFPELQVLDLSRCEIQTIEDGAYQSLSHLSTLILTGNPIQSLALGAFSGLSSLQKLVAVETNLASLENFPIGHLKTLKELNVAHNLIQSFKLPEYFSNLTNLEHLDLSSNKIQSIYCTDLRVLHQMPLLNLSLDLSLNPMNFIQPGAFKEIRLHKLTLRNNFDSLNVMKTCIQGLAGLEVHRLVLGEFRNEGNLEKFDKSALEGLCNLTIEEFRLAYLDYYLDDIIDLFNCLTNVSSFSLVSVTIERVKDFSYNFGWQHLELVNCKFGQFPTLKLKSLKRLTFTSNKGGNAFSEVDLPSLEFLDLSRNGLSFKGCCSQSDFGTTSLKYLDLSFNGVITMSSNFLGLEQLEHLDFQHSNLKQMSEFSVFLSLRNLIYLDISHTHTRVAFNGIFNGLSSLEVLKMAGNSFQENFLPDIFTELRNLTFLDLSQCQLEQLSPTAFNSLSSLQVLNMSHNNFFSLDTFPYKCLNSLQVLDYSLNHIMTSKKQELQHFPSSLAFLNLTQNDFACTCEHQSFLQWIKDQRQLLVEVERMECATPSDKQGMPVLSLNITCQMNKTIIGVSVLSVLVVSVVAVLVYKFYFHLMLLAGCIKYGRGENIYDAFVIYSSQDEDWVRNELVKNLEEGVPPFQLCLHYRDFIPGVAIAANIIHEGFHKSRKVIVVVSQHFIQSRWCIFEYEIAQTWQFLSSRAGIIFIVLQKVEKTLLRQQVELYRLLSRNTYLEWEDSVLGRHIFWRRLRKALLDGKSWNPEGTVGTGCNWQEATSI
Target sequence (Q99836 whole entry, looked up): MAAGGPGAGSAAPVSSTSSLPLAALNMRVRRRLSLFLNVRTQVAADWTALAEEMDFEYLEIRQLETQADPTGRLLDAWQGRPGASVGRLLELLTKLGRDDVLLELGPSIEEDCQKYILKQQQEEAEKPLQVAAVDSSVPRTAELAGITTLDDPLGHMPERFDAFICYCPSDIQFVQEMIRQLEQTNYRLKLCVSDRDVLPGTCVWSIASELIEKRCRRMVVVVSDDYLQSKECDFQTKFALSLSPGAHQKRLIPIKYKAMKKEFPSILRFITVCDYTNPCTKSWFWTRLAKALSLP
STAT1 activator – activators of IFN-gamma induced STAT1 signaling; 2.6% of 200,000 active; activation (% of control), % at 5.5 µM; AID 932; NIH 3T3 STAT1-luciferase reporter, luminescence; 100% = IFN-gamma alone, no compound;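 active = activation above the screen-wide mean activation plus 3 SD, cut at about 130% in these data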;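 also: raw ratio to IFN-gamma control signal so 100% means no change and 0% no light; values of inactives mirror those of a sister screen read the other way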
NF-kB expr up – raises NF-kB expression in human neuronal cells; NF-kB reporter expression; active compounds read high; fold change at 12.5 µM; 1.6% of 190,000 active; in the data active = fold change above about 3.3
Hsp70 activator – transcriptional activators of Hsp70. activation, % at 10 µM. HeLa Hsp70 promoter luciferase reporter, luminescence; scaled: vehicle 0, proteasome-inhibitor control 100%. 0.04% of 200,000 active;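 active = activation above the mean across all tested compounds plus 3 SD, cutoff set per campaign, cut at about 5.5% in these data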;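 also: 100% = MG132 at 30 µM as the positive control and 0% = DMSO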
HMGR II inh – blocks class II HMG-CoA reductase of Enterococcus faecalis | inhibition, % at 10 µM | 0.41% of 190,000 active | AID 1066 | purified E. faecalis HMGR, NADPH absorbance 340 nm kinetic;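 active = inhibition above a set limit, the median over all tested compounds plus 3 SD, cut at about 9.5% in these data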;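 also: enzyme runs in reverse so mevalonate oxidation gives rising NADPH absorbance; 0% = complete reaction with DMSO and 100% = background rate lacking mevalonate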
STAT1 blocker – reduces IFN-gamma driven STAT1 reporter signal. NIH 3T3 STAT1-luciferase reporter, luminescence. 0.35% of 200,000 active. inhibition, % at 5.5 µM;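 active = inhibition above a set limit, the mean inhibition across all tested compounds plus 3 SD, cut at about 34% in these data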;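 also: 0% = IFN-gamma with DMSO and 100% = IFN-gamma with 300 µM nifuroxazide; values of inactives mirror those of a sister screen read the other way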
DTT redox prof – compounds producing H2O2 with reducing agent – biochemical, NIH compound library profiling, artefact control for MLSCN library redox annotation, primary screen; DTT-dependent redox cycling H2O2, phenol red/HRP absorbance; 100% = 100 µM peroxide control, 0% = buffer; activation, % at 10 µM; 0.03% of 200,000 active; AID 878;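 active = activation of at least 50% relative to the plate's high and low controls in the primary single-dose screen; inactive = activation below 50%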;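 also: compound incubated with DTT at 0.8 mM final as the reducing agent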
STAT3 act – STAT3 signaling activation | AID 871 | 0.91% of 190,000 active | activation (% of control), % at 5.6 µM | U3A cells, IL-6 STAT3-luciferase reporter, luminescence; 100% = signal with IL-6 EC80 alone;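 active = activation above the screen-wide mean of compound activation plus 3 SD, cut at about 130% in these data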;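 also: 0% = background luminescence of wells with medium and substrate only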
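Material: human STAT1-deficient U3A cells with stable STAT3-luciferase reporter / Probe or stimulus: IL-6 stimulus at 33 ng/mL final / Schedule: 1 h compound pre-exposure, 6 h IL-6 stimulation, 37 °C / Technique: luminescence / Read-out basis: percent of IL-6-only median luminescence / Control set: IL-6-only high control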
STAT3 blocker – STAT3 signaling inhibition; AID 862; 0.89% of 190,000 active; inhibition, % at 5.5 µM; U3A cells, IL-6 STAT3-luciferase reporter, luminescence; host cell line lacks STAT1;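 active = inhibition above the mean inhibition across all screened compounds plus 3 SD, cut at about 44% in these data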;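 also: 0% = DMSO only wells and 100% = 100 µM nifuroxazide control wells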
* = called active by the depositor; · = no result given.

SMILES | APP 5'UTR act | TLR4 MyD88 comp | STAT1 activator | NF-kB expr up | Hsp70 activator | HMGR II inh | STAT1 blocker | DTT redox prof | STAT3 act | STAT3 blocker
CCOc1ccccc1NC(=O)C(C)CC (configuration not stated) | -2.9 | -0.4 | 96.6 | 1.3 | -0.1 | -4.4 | 1.7 | 0.0 | 96.3 | 11.1
Cc1nc(SCC(=O)NCCc2ccc(Cl)cc2)nc(C)c1C | 12.1 | -1.4 | 104.7 | 1.02 | -0.4 | -2.6 | -5.2 | -4.2 | 99.2 | 3.7
CC1CN(CCCOc2ccc([N+](=O)[O-])cc2)CC(C)O1 (configuration not stated) | 1.2 | -1.6 | 103.2 | 1.24 | -0.4 | 5.2 | -3.3 | -0.8 | 95.0 | 4.6
O=C(c1ccncc1)N1CCN(c2ccc(F)cc2)CC1 | · | -6.0 | 88.7 | 1.04 | -0.4 | 0.4 | 9.2 | 0.9 | 100.2 | -0.2
CN(Cc1ccccc1)C(=O)c1ccc(Cl)c([N+](=O)[O-])c1 | 19.4 | -6.2 | 103.7 | 1.22 | 0.0 | 0.8 | -4.2 | 0.1 | 101.7 | 2.7
Cc1ccnc(SCC(=O)c2cc3ccccc3o2)n1 | 14.1 | 1.7 | 109.6 | 1.38 | 0.0 | -3.4 | -11.1 | -2.0 | 90.5 | 13.8
CC(C)N(C)C(=O)CCc1nnc(CCc2c[nH]c3ccccc23)o1 | -2.3 | -2.4 | 111.2 | 1.38 | 0.3 | -1.7 | -14.4 | -0.8 | 102.6 | 2.2
O=C(c1cc(Cl)nc2ccccc12)N1CCc2ccccc2C1 | -42.5 | 10.7 | 82.8 | 1.49 | -0.3 | -2.8 | 18.1 | -2.4 | 127.2 | -28.6
CCc1cc2c(COC(=O)c3c(C)noc3C)cc(=O)oc2cc1O | -3.8 | 0.3 | 96.2 | 0.7 | 0.1 | -0.8 | 4.1 | -3.0 | 88.0 | 14.9
COC(=O)C(NC(=O)c1ccc(C)cc1)(Nc1cccc(C)n1)C(F)(F)F (configuration not stated) | 20.1 | 6.6 | 95.8 | 0.86 | 0.5 | -9.7 | 4.6 | 2.9 | 97.6 | 6.9
COc1ccc(-c2cc(C(=O)N/N=C/c3ccc(OC)c(COCC(F)(F)C(F)F)c3)c3ccccc3n2)c(OC)c1 | -4.4 | -11.3 | 104.6 | 1.16 | -0.2 | -1.6 | -5.0 | 2.1 | 111.9 | -14.0
CCn1c(NCc2cc(OC)ccc2OC)nc2ccccc21 | 0.5 | 1.9 | 101.0 | 1.33 | -0.2 | -0.2 | -1.1 | -0.1 | 99.8 | 4.0
O=C(CSc1nnc(-c2ccc(S(=O)(=O)N3CCCC3)cc2)o1)NCc1ccccc1 | 2.5 | 9.1 | 104.4 | 0.96 | -0.3 | 2.3 | -4.8 | -0.5 | 104.5 | -2.2
Oc1c(Cl)cc(Cl)cc1/C=N/c1nccs1 | -1.5 | -6.1 | 98.6 | 1.18 | 0.0 | 4.1 | 1.5 | 0.3 | 104.0 | -0.2
O=C(O)/C=C/C(=O)Nc1ccccc1C(=O)Nc1ccccc1 | 3.3 | -3.5 | 106.9 | 1.49 | 1.4 | -2.0 | -7.6 | 0.0 | 99.2 | 6.6
COc1ccccc1NC(=O)NCCN1CCN(C(=O)Nc2ccccc2OC)CC1 | -0.5 | -23.9 | 97.2 | 1.37 | -0.2 | -6.3 | 1.3 | -0.6 | 97.7 | 5.0
CCn1nc(NC(=O)c2ccco2)c2cc3ccccc3nc21 | -13.6 | 3.2 | 101.1 | 0.42 | -0.2 | -2.5 | -1.2 | 1.6 | 83.3 | 21.4
O=C1NC(c2ccccc2)=C(c2nc3ccccc3s2)C(c2ccc(O)cc2)N1 (configuration not stated) | 8.1 | -1.6 | 97.3 | 0.82 | -0.2 | -1.5 | 3.0 | 0.1 | 111.1 | -13.1
CCSc1nnc(-c2ccc(Cl)cc2)c2ccccc12 | 0.9 | -17.6 | 99.7 | 1.04 | -0.7 | 0.7 | 0.4 | 2.7 | 91.5 | 16.0
COCCCNc1oc(COc2ccc(Cl)cc2Cl)nc1C#N | 19.6 | -2.8 | 102.7 | 1.06 | -0.2 | -5.7 | -3.0 | 1.7 | 100.0 | 4.9
O=C1CSC(c2ccccn2)N1c1cccc(Cl)c1 (configuration not stated) | 27.5 | 3.2 | 102.9 | 1.27 | -0.4 | -2.0 | -4.9 | -1.0 | 98.6 | 6.1
NC(=O)N/N=C/c1c(F)cccc1F | 16.5 | 0.8 | 98.2 | 1.5 | -0.5 | 3.4 | 2.0 | -0.1 | 101.4 | 2.3
COC(=O)c1c(NS(=O)(=O)Cc2ccccc2)sc2c1CCCC2 | -15.1 | 11.8 | 98.3 | 1.3 | -0.3 | 1.4 | 1.9 | -0.6 | 91.9 | 14.8
CC(C(=O)Nc1ccc(S(=O)(=O)N2CCOCC2)cc1)N1C(=O)C2CC=CCC2C1=O (configuration not stated) | -7.3 | -5.5 | 98.0 | 1.42 | -0.3 | 1.2 | 1.8 | -0.3 | 96.4 | 9.6
COCCCNc1nc2nonc2nc1N1C[C@H]2CC[C@H]1C2 | 9.4 | -10.7 | 98.2 | · | 0.3 | -0.5 | 0.2 | -0.9 | 100.0 | 5.0
New compounds follow.
SMILES | APP 5'UTR act | TLR4 MyD88 comp | STAT1 activator | NF-kB expr up | Hsp70 activator | HMGR II inh | STAT1 blocker | DTT redox prof | STAT3 act | STAT3 blocker
O=C(NCCN1CCOCC1)c1cc(-c2ccco2)on1 | 14.7 | 1.3 | 104.7 | 2.03 | 0.0 | 1.4 | -6.9 | -0.3 | 110.5 | -8.0
CN(C)CCNC(=O)c1c(O)c2c([nH]c1=O)CCCC2 | 23.0 | -2.3 | 103.9 | 1.08 | -0.3 | -3.0 | -4.3 | 1.8 | 102.0 | 1.8
COc1ccc(CCNC(=O)CSCc2ccc([N+](=O)[O-])cc2)cc1OC | -6.8 | -4.0 | 96.5 | 1.03 | -0.3 | 3.6 | 4.0 | -0.4 | 100.3 | 4.3
CCOC(=O)c1c(NC(=O)CSc2nnc(Cc3ccccc3)o2)sc(C)c1C | 8.5 | 5.5 | 99.1 | 0.92 | -0.7 | -7.6 | 0.2 | 0.3 | 99.0 | 5.0
O/C(=C\c1ccc2ccccc2n1)c1ccc(O)cc1O | 157.6* | -4.3 | 96.3 | 8.14* | 0.0 | -2.5 | 4.1 | 0.5 | 52.2 | 60.9*
CCOc1ccc(NC(=O)c2ccc(Br)o2)c([N+](=O)[O-])c1 | 4.5 | -2.1 | 123.3 | 1.98 | 0.1 | -3.3 | -26.1 | -4.9 | 98.2 | 7.0
O=C(Nc1nc(-c2ccc(S(=O)(=O)N3CCCCCC3)cc2)cs1)c1ccccc1 | 3.4 | -11.1 | 84.0 | 0.44 | -0.4 | -0.3 | 17.5 | 4.0 | 74.1 | 33.7
CC(=C/c1ccccc1)/C=N/n1c(-c2ccco2)n[nH]c1=S | 24.9 | -10.8 | 99.0 | 1.13 | -0.2 | -2.5 | 1.1 | 1.9 | 87.6 | 25.2
Cn1c(SCc2ccc(C#N)cc2Cl)nc2ccccc21 | 187.1* | 6.5 | 145.2* | 5.32* | 0.1 | -4.7 | -49.9 | -0.6 | 91.5 | 10.7
CC(=O)c1cccc(NC(=O)N2CCCc3ccccc32)c1 | 18.0 | -8.1 | 105.2 | 0.64 | 0.1 | 3.7 | -9.1 | 1.4 | 107.2 | -6.3
Cc1cccc(NC(=S)N(CCCN2CCOCC2)C(C)c2cc3ccccc3o2)c1C (configuration not stated) | -0.6 | -8.5 | 99.5 | 0.93 | 0.0 | -4.2 | -1.0 | -0.5 | 105.7 | -4.9
COC(=O)CCNc1ccc2c(c1)OCCO2 | 23.3 | 2.1 | 110.7 | 0.38 | -0.2 | 2.2 | -11.7 | 1.1 | 84.5 | 20.5
Cn1cc(S(=O)(=O)CC(=O)Nc2ccc(Br)cc2)c2ccccc21 | -7.7 | -2.2 | 101.4 | 1 | 0.0 | 4.2 | -1.5 | 4.7 | 96.1 | 13.1
CCOc1ccc(NC(=O)c2ccc(CSc3nnnn3C)cc2)cc1 | 16.5 | -6.9 | 111.3 | 1.59 | -0.2 | 0.5 | -12.7 | -0.5 | 95.4 | 7.6
O=C(NCc1ccccn1)[C@@H]1C[C@H]1[C@@H](NP(=O)(c1ccccc1)c1ccccc1)c1ccccc1 | -0.5 | 2.4 | 99.3 | 1.17 | -0.2 | -1.4 | 0.8 | 0.6 | 105.9 | -9.9
Cc1cccc(OCc2nnc(SCC(=O)N3CCc4ccccc43)n2C)c1 | 5.8 | -2.0 | 98.3 | 1.05 | -0.3 | 0.0 | 1.9 | -0.5 | 91.1 | 13.8
CCOC(=O)c1cccc(NC(=O)CSc2nnc(-c3ccncc3)n2CCCOC)c1 | 4.1 | 5.1 | 80.1 | 0.92 | -0.2 | 0.8 | 21.5 | -0.1 | 102.3 | 1.6
COc1ccccc1Oc1nc(-c2ccccc2)cc(C)c1S(C)(=O)=O | 7.0 | -6.2 | 94.1 | 1.02 | -0.1 | -3.1 | 6.6 | -4.7 | 97.2 | 5.0
CCn1nc(C)c(C2C(C#N)=C(N)OC3=C2C(=O)CCC3)c1C (configuration not stated) | 5.7 | -5.6 | 97.6 | 1.27 | -0.2 | 0.6 | 2.7 | -0.6 | 109.3 | -13.2
Cc1ccc(NC(=O)C2CCCN2S(=O)(=O)c2ccc3c(c2)CCC(=O)N3)cc1Cl (configuration not stated) | · | -5.4 | 95.4 | 0.81 | 0.0 | -9.6 | 5.1 | -1.2 | 93.7 | 16.1
O=C1NC2(O)C(=O)c3ccccc3C2(O)N1 (configuration not stated) | 1.5 | 1.2 | 102.7 | 1 | 0.0 | 2.6 | -3.4 | -0.4 | 107.2 | -6.4
CCN1CCN(c2nc3ccccc3nc2C(C#N)S(=O)(=O)c2ccc(C)c(C)c2)CC1 (configuration not stated) | -15.1 | 1.7 | 100.5 | 0.62 | -0.1 | -1.1 | -0.5 | 0.4 | 78.1 | 29.8
Cc1ccc2c(C(=O)CN3CCSCC3)c(C)[nH]c2c1 | 9.7 | -1.5 | 98.4 | 1.12 | 0.1 | -0.9 | 1.8 | 0.5 | 103.2 | -1.9
CC(C)CCNC(=O)c1ccc(Cl)c(NC(=O)Cc2ccccc2)c1 | 13.3 | -10.9 | 100.1 | 1.21 | -0.3 | -5.7 | -0.1 | -0.8 | 100.6 | 2.1

Arranged by length of the SMILES (low to high): part of the list above.
SMILES | APP 5'UTR act | TLR4 MyD88 comp | STAT1 activator | NF-kB expr up | Hsp70 activator | HMGR II inh | STAT1 blocker | DTT redox prof | STAT3 act | STAT3 blocker
Cn1c(SCc2ccc(C#N)cc2Cl)nc2ccccc21 | 187.1* | 6.5 | 145.2* | 5.32* | 0.1 | -4.7 | -49.9 | -0.6 | 91.5 | 10.7
O/C(=C\c1ccc2ccccc2n1)c1ccc(O)cc1O | 157.6* | -4.3 | 96.3 | 8.14* | 0.0 | -2.5 | 4.1 | 0.5 | 52.2 | 60.9*
COc1ccc(CCNC(=O)CSCc2ccc([N+](=O)[O-])cc2)cc1OC | -6.8 | -4.0 | 96.5 | 1.03 | -0.3 | 3.6 | 4.0 | -0.4 | 100.3 | 4.3
Cc1ccc(NC(=O)C2CCCN2S(=O)(=O)c2ccc3c(c2)CCC(=O)N3)cc1Cl (configuration not stated) | · | -5.4 | 95.4 | 0.81 | 0.0 | -9.6 | 5.1 | -1.2 | 93.7 | 16.1

Hits appear at their usual frequency (roughly 5.6% active in at least one column).
